Source: PubChem
ALOX12 inh – inhibitors of human 12S-lipoxygenase ALOX12; 580,000 compounds, 1.1% hits; Potency, µM (doses to about 108 µM), without a hit: top-dose activity change, negative = inhibition, hits mostly inhibitors; P18054; purified 12hLO, xylenol orange hydroperoxide absorbance; active means well fitted inhibition curve with a large enough effect; inconclusive means small, poorly fitted or top-dose-only effect, or another doubt; inactive means no such curve, though single readings can be large or run the other way
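Hydroperoxide product was detected by ferrous iron/xylenol orange as the 573 to 405 nm absorbance ratio. Arachidonic acid at 40 uM (final) was turned over for 30 min at room temperature by 150 nM human 12hLO, pH 7.0 Hepes buffer, after 15 min compound preincubation.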
* = called active by the depositor; ? = inconclusive; [ ] = another dose, or the depositor's remark. On the % scale 0 is the no-effect control and ±100 the full control effect; potency means the concentration at half of the fitted maximal effect.

item	ALOX12 inh	canonical_smiles
1	27%	CN1CCC(N(C)C(=O)CCC[C@@H]2[C@H]3CCCN4CCC[C@@H](CN2C(=O)c2ccccc2)[C@@H]34)CC1
2	25%	Cc1ccc2[nH]c(CCCn3cc(-c4nccn4C)nn3)nc2c1C
3	47%[activator][176 µM]	O=C(c1ccccn1)N1CCC2(Cc3ccccc3NC2=O)C1 (stereo not drawn)
4	43%[activator]	O=C(Nc1ccc(F)cc1)C1CCN(C(=O)c2ncn3c2COC(c2ccccc2)C3)CC1 (stereo not drawn)
5	41%[activator]	CCn1ncc(N2CCC(NC(=O)c3ccc(OC)c(OC)c3)CC2)cc1=O
6	3%	O=C(CN1C(=O)C(c2ccccc2)=NC12CCCC2)NC1CCCC1
7	-9%	CCOc1ccc2nc(N(Cc3cccnc3)C(=O)C3=COCCO3)sc2c1
8	23%	COc1ccc(CNC(=O)c2cccc3c2CCN3C(=O)c2ccc(F)cc2)cc1
9	-3%	CC(C)c1ccc(-c2nnn(CCC(=O)Nc3sc4c(c3C#N)CCCC4)n2)cc1
10	-12%	Cc1ccc(-c2cc(C(=O)OCC(=O)c3c(N)n(C)c(=O)n(C)c3=O)c3ccccc3n2)cc1
11	23%	COc1cc(NC(=O)Cn2c(C)cc3nc4n(c(=O)c32)CCCCC4)cc(OC)c1
12	34%[activator]	CCc1nc(-c2ccc(OC3CCN(Cc4cc(F)ccc4F)C3)cc2)no1 (stereo not drawn)
13	41%[activator]	COc1ccc(C(=O)Nc2ccnn2C2CCN(C(=O)CN)CC2)cc1
14	121%[activator][176 µM]	COC(=O)[C@@H]1Cc2nc[nH]c2CN1Cc1ccc(C(=O)O)cc1
15	0%[176 µM]	O=C(NCCOc1ccccc1)c1nc2c(o1)CCN(Cc1cccc(F)c1)CC2
16	0%	COc1ccc(NC(NC(=O)C(C)C)C(Cl)(Cl)Cl)cc1 (stereo not drawn)
17	?	Cc1ccc(NC(=O)CN2CCN(c3ccc(C(F)(F)F)cn3)CC2)c(F)c1
18	?	CCOc1ccc(NC(=O)Cn2c(-c3cccc(Cl)c3)nc(C)c(CCO)c2=O)cc1
19	29%	O=C(NCc1cccs1)c1cc2c(s1)CCN(C(=O)c1ccc(F)cc1)C2
20	17%	Cc1cc(C[C@@H]2COC[C@@H]2NC(=O)c2cc3cc(F)ccc3n2C)on1
21	90%[activator]	COc1cccc(CN2CCc3c(cc(C(=O)NCc4ccccn4)n3C)C2)c1
22	48%	CN(C)c1nccnc1OC1CCN(C(=O)C2CCOCC2)C1 (stereo not drawn)
23	16%	CCn1cc(-c2ccc(OC)cc2)cc1C(=O)N1CCCCCC1
24	32%	CCc1n[nH]c(CC2CCN(C(=O)C3(c4ccccc4)CC3)CC2)n1
25	-4%	O=C(Cc1cccc(C(F)(F)F)c1)N1CCCc2ncc(C(=O)N3CCC[C@@H]3c3ccc(F)cc3)cc21
26	-3%	COC(=O)[C@@H]1CCCN1Cc1ccc2c(c1)CN(Cc1ccccc1C)CCO2
27	?	C/C(=N/NC(=S)NC1CCCCC1)c1ccc(C(C)(C)C)cc1
28	?	Fc1cccc(-c2nc(CN3CCCC3c3ccsc3)co2)c1 (stereo not drawn)
29	2%	CC1(C)C(=O)C2(CCCCC2)C(=O)OC1c1ccc(Br)cc1 (stereo not drawn)
30	?	O=C(C1=COCCO1)N1CCN(c2ccccc2)CC1
31	3%	CCCCN1C(=O)C(O)(CC(=O)c2c(C)n[nH]c2C)c2ccccc21 (stereo not drawn)
32	8%	CC(C)=CCOc1ccc2c(C)c(CCC(=O)N3C[C@H]4C[C@@H](C3)c3cccc(=O)n3C4)c(=O)oc2c1C
33	-22%	CC(=O)Nc1ccc2c(C(C(=O)O)N3CCN(c4cc(C)c5ccccc5n4)CC3)c[nH]c2c1 (stereo not drawn)
34	45µM*	CCc1ccc2c(CN(C)CCOc3ccc(F)cc3)cc(=O)oc2c1
35	6%[176 µM]	COc1ccc(NC(=O)c2ccc3c(c2)OCCN(C2CCC2)C3)c(F)c1
36	2%[6.33 µM]	Cc1ccc(C(=O)N2CCn3c(nnc3-c3ccncc3)C2)cc1
37	25%[176 µM]	COC(=O)CNC(=O)c1nc(-c2ccccc2)c2ccccn12
38	?	Cc1ccccc1NC(=O)CSc1nc2ccccc2nc1C
39	22%	CCCCc1nc(Cl)c(CN2CCCC(COc3ccccc3C(=O)NC3CC3)C2)[nH]1 (stereo not drawn)
40	-10%	Cn1c(-c2ccc(Cl)cc2)cc2ccccc21
41	?	Cc1cc(Cl)ccc1S(=O)(=O)NCCCC(=O)O
42	36%[activator]	Cn1c(CCNC(=O)CC2CCOCC2)nc2ccccc21
43	-44%	O=C(NCc1noc(-c2ccccc2)n1)c1ccc(Br)o1
44	10%	O=C(NC1CCN(c2cc(-c3ccc(Cl)cc3)[nH]n2)CC1)c1cccnc1
45	1%	Cc1c(C(=O)N(CCC#N)c2ccccc2)sc2nc3n(c(=O)c12)CCCCC3

Arranged by length of the SMILES (descending): some entries from above.
item	ALOX12 inh	canonical_smiles
32	8%	CC(C)=CCOc1ccc2c(C)c(CCC(=O)N3C[C@H]4C[C@@H](C3)c3cccc(=O)n3C4)c(=O)oc2c1C
25	-4%	O=C(Cc1cccc(C(F)(F)F)c1)N1CCCc2ncc(C(=O)N3CCC[C@@H]3c3ccc(F)cc3)cc21
33	-22%	CC(=O)Nc1ccc2c(C(C(=O)O)N3CCN(c4cc(C)c5ccccc5n4)CC3)c[nH]c2c1 (stereo not drawn)
39	22%	CCCCc1nc(Cl)c(CN2CCCC(COc3ccccc3C(=O)NC3CC3)C2)[nH]1 (stereo not drawn)
45	1%	Cc1c(C(=O)N(CCC#N)c2ccccc2)sc2nc3n(c(=O)c12)CCCCC3
44	10%	O=C(NC1CCN(c2cc(-c3ccc(Cl)cc3)[nH]n2)CC1)c1cccnc1
35	6%[176 µM]	COc1ccc(NC(=O)c2ccc3c(c2)OCCN(C2CCC2)C3)c(F)c1
29	2%	CC1(C)C(=O)C2(CCCCC2)C(=O)OC1c1ccc(Br)cc1 (stereo not drawn)
36	2%[6.33 µM]	Cc1ccc(C(=O)N2CCn3c(nnc3-c3ccncc3)C2)cc1
37	25%[176 µM]	COC(=O)CNC(=O)c1nc(-c2ccccc2)c2ccccn12
43	-44%	O=C(NCc1noc(-c2ccccc2)n1)c1ccc(Br)o1
42	36%[activator]	Cn1c(CCNC(=O)CC2CCOCC2)nc2ccccc21
41	?	Cc1cc(Cl)ccc1S(=O)(=O)NCCCC(=O)O
40	-10%	Cn1c(-c2ccc(Cl)cc2)cc2ccccc21

Further entries
item	ALOX12 inh	canonical_smiles
46	1%	Cc1cccc(NC(=O)N2CCCCC2c2noc(COCC3CC3)n2)c1 (stereo not drawn)
47	22%[176 µM]	Cc1noc(C)c1-c1cc2cc(C(C)C)oc2c(NCCN2CCOCC2)n1
48	-3%	C[C@@H](CO)N(Cc1cn(Cc2ccccc2)nn1)S(=O)(=O)c1ccc(F)cc1Br
49	108%[activator]	O=C1CCN(C2CCCCC2)CCOCCN1
50	-8%	Cc1ccc(C)c(-n2c3c(cc(C#N)c2=O)C(=O)CC(c2ccccc2)C3)c1 (stereo not drawn)
51	?	N#Cc1c(NC(=O)CSc2nc3ccc(Cl)cc3[nH]2)sc2c1CCC2
52	-2%	O=S(=O)(NC1CCN(S(=O)(=O)c2ccc(C(F)(F)F)cc2)CC1)c1cccs1
53	4%	COc1ccc(-c2ccnc(N[C@H]3CO[C@H]4[C@@H]3OC[C@@H]4NC(=O)c3ccc(C)cc3)n2)cc1
54	20%	Cc1ccnc(NC(=O)c2cnc3ccccc3n2)c1
55	47%[activator]	O=C(NC1CCN(c2cc(-c3ccccc3)[nH]n2)CC1)c1cccs1
56	24%	CC(=O)N1CCC(Oc2ccccc2-c2nc(C)no2)C1 (stereo not drawn)
57	-2%	CN(Cc1ccc(C(=O)NCC(F)(F)F)cc1)C(=O)c1cccc(Cl)c1
58	2%	COc1ccc(C(=O)N2C[C@@H]3CC[C@H](C2)N(Cc2cscn2)C3=O)o1
59	4%	CCN(CC)S(=O)(=O)c1ccc(-c2nc(C#N)c(N(C)Cc3ccccc3)o2)cc1
60	53%[activator]	O=C(NCc1nnc2n1CCC2)c1ccc2nc(-c3ccc(F)cc3)cn2c1
61	-25%	Cc1[nH]c2ccc(C(=O)Nc3ccc(-c4nccs4)cc3)cc2c1C
62	14%	O=C(NCCC1=CCCCC1)c1ccncc1
63	15%	CN(CC(=O)NCc1ccc(F)cc1)C(=O)c1ccc2c(c1)nnn2C1CCCC1
64	39%[activator][176 µM]	C#CCN(C)Cc1nc(C2(O)CCN(C(=O)Cc3ccccc3)CC2)cs1
65	36%[activator][176 µM]	c1ccc(-c2[nH]nc3ncc(-c4cn[nH]c4)nc23)cc1
66	19%	COCCN1C(=O)CS(=O)C12CCN(C(=O)Nc1cccc(F)c1)CC2 (stereo not drawn)
67	28%	O=S(=O)(c1ccccc1Cl)N1CC(c2nc(Cc3ccccc3)no2)C1
68	?	CN(C)c1ccc(CN2CCn3c(nnc3C3CCNCC3)C2)cc1
69	3%	COC(=O)N/N=C/c1ccccc1OC(C)=O
70	-2%	O=C1[C@@H]2C[C@@H](O)CN2C2(CN(Cc3ccc(C(F)(F)F)cc3)C2)C(=O)N1Cc1ccccc1F
71	-6%	COc1ccc(CCNC(=O)c2cc3ccccc3oc2=O)cc1OC
72	20%	Cc1ccc(C2=NC3(CCN(C(=O)Cc4cccc(F)c4)CC3)ON2)cc1
73	33%[activator]	CCn1ncc(CN2C[C@@H](COC)[C@H](c3ccncc3)C2)c1C
74	15%	CC(C)C1CN(C(=O)CN2CCCCC2=O)CCCN1Cc1ccc(F)cc1 (stereo not drawn)
75	8%	O=C(NCc1ccccn1)C1c2ccccc2C(=O)N(Cc2ccccc2)C12CCCC2 (stereo not drawn)
76	13%	S=C(Cc1ccccc1)SC/C=C/c1ccccc1
77	?	CN1CCN(c2ccc3ncc(Nc4ccc(Cl)c(C(F)(F)F)c4)n3n2)CC1
78	52%[activator]	CCc1noc(-c2ccn3c(CNC(=O)c4ccco4)nnc3c2)n1
79	35%[activator]	O=C(c1ccco1)N1c2ccccc2CC1c1nnc(C2CCOCC2)o1 (stereo not drawn)
80	27%	COc1cccc(NCc2nnc(C(=O)N3CCC[C@@H]3C(c3ccccc3)c3ccccc3)n2-c2cccnc2)c1
81	?	CSC1=N/C(=C\c2cccc(Br)c2)C(=O)S1
82	9%[176 µM]	Cc1noc2c(N3CC[S+](=O)([O-])CC3)cc(-c3cccs3)nc12
83	24%[176 µM]	COc1ccc(CN[C@H]2[C@H](O)[C@@H](N3CCCCC3)[C@@H]3OC[C@H]2O3)cc1
84	19%	Cc1nc2ccc(S(=O)(=O)CCC(=O)NCc3ccc(Cl)cc3)cc2s1
85	4%	O=C(Nc1ccc(Cl)cc1)Nc1nnc(COc2ccc(Cl)cc2)s1
86	2%	COCCOC1CCN(C(=O)Nc2cccc(C)c2)CC1
87	0%	Cc1ccc(NC(=O)c2cc3c(s2)CCC3)cc1C
88	33%	CC(OC(=O)c1nn(C)c(=O)c2ccccc12)C(=O)c1ccc(C(C)(C)C)cc1 (stereo not drawn)
89	-1%[176 µM]	Cc1nnc(-c2cc(C(=O)Nc3cccnc3)ccn2)n1CCc1ccccc1
90	-36%	CCc1sc(C(=O)OCc2ccc(C#N)cc2)cc1C
91	40%[activator]	CCc1noc(-c2ccn3c(CNC(=O)c4cc(C)cc(C)c4)nnc3c2)n1
92	7%	CCC(C)NS(=O)(=O)c1ccc(N2C(=O)CCS2(=O)=O)cc1 (stereo not drawn)
93	?	Cc1ccc(S(=O)(=O)CC(=O)c2ccc(F)cc2)cc1C
94	51%[activator]	CNc1nccc(N2CCC(CC(=O)NCc3cccc(OC)c3OC)CC2)n1
95	-5%	Cc1cc(C(=O)NCc2cccnc2N(C)C)no1
96	-10%	FC(F)(F)c1ccc2c(c1)nc(-c1ccc(Cl)cc1)c1nccn12
97	39%[activator]	CC1(c2ccccc2)N(Cc2cccnc2)C(=O)OC12CCN(Cc1ccccc1Cl)CC2 (stereo not drawn)
98	6%	Cc1ccc(Cn2nnc3c(=O)n(CC(=O)N4CCCCCC4)cnc32)cc1
99	-5%	O=C1NC(=O)c2c1c(-c1ccccc1)cc1[nH]c3ccc(O)cc3c21
100	54%[activator]	FC(F)(F)c1ccc(Oc2ccc(CN3CCCC3)cc2Cl)nc1
101	-9%	CS(=O)(=O)N1CCC(C2CCN(C(=O)c3ccc(F)c(Cl)c3)C2)CC1 (stereo not drawn)
102	12%[176 µM]	O=C(NCCOc1ccccc1)c1cnc2n1CCN(Cc1cccs1)CC2
103	48%[activator]	CCc1noc([C@@H]2CC(F)(F)CN2C(=O)c2ccnn2C)n1
104	?	CN(C)C(=O)c1cccc(NC(=O)c2cc(Br)c(Br)s2)c1
105	42%[activator]	COc1ccccc1CCC(=O)N1C[C@H](c2nc(-c3cccnc3)no2)[C@@H](C)C1

(cont.)
item	ALOX12 inh	canonical_smiles
106	15%[176 µM]	Cc1ccc2nc(CO[C@H]3CN(CC4CC4)C[C@H]3F)[nH]c2c1
107	?	Cc1ccc(S(=O)(=O)C(CC(=O)c2ccccc2)C(=O)c2ccc(Cl)cc2)cc1 (stereo not drawn)
108	-23%	Cc1cccc(Nc2nc(-c3ccc([N+](=O)[O-])cc3)cs2)c1
109	31%	CC1=NOC(C(=O)N2CCOc3c(O)cc(-c4nc(C)cnc4C)cc3C2)C1 (stereo not drawn)
110	25%	Cc1ccccc1-c1cc(C(=O)N2CCC3(CC2)CC(O)CCO3)[nH]n1 (stereo not drawn)
111	5%	COc1cccc(C(=O)N[C@@H]2CN(c3ccccn3)C[C@H]2CN(C)C)c1OC
112	?	O=C(CN1C(=O)NC(c2ccc(Cl)cc2)C2=C1COC2=O)Nc1ccc2c(c1)CCC2 (stereo not drawn)
113	-5%	COC(=O)c1ccc2oc(=O)c(S(=O)(=O)c3ccccc3)cc2c1
114	65%[activator][176 µM]	CC(C)CCN1CCC(O)(c2csc(CN3CCN(c4ccccn4)CC3)n2)CC1
115	?	O=C(O)c1ccc(-c2ccc(CO)o2)cc1
116	16%	COCC1CN(S(=O)(=O)c2cccnc2)CC12CCOCC2 (stereo not drawn)
117	?	N#CC1(C(=O)Nc2cccc(Br)c2)CCCC1

Some of the compounds tested; the hit share may differ from the screen's.
